Source: PubChem BioAssay (Sanford-Burnham Center for Chemical Genomics)
EBI2 block – blocks human EBI2 receptor beta-arrestin signaling; EBI2 beta-arrestin recruitment, luminescence, 7a,25-OHC stimulated; actives 0.81% (n = 360,000); inhibition, % at 5 µM; in the data active means inhibition above about 38%;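 further: enzyme fragment complementation signal reports receptor beta-arrestin coupling in cells; 0% = agonist plus DMSO wells and 100% = wells without agonist; some results beyond the cut were filed as inactive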
Target sequence (P32249 whole entry, looked up, the tested form may be a part): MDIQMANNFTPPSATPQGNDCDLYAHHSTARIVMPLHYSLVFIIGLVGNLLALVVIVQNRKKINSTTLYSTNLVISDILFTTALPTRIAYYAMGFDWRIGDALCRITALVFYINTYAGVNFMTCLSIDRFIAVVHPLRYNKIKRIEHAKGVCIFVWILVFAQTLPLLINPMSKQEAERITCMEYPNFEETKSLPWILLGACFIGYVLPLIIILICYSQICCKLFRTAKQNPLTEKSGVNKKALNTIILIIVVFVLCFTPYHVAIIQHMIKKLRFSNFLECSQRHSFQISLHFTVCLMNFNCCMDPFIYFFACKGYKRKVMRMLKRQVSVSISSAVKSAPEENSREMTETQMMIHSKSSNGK
APJ antag – antagonists of human APJ apelin receptor; CHO-K1 APJ beta-arrestin complementation, luminescence; inhibition, % at 20 µM; actives 0.32% (n = 330,000); AID 2521;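 active means inhibition above about 40% at 20 µM, limit read from the data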;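 further: cells challenged with 10 nM apelin-13 agonist together with compound; plate controls were apelin-13 plus DMSO wells for no effect and DMSO wells lacking apelin-13 for full effect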
APJ agonist – APJ receptor agonism. actives 0.11% (n = 330,000). P35414. activation, % at 20 µM. CHO-K1 APJ PathHunter beta-arrestin, luminescence; 0% DMSO wells, 100% apelin;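 active means activation more than six SD over the plate average, tested at 20 µM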;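 further: 0% = DMSO alone and 100% = apelin-13 at 10 nM; some results filed as inactive read as strong as hits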
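Assay system: CHO-K1 APJ beta-arrestin complementation cell line / Compound: single test compound dose, 20 µM final, 1% DMSO / Times: overnight seeding, 90 min compound at 25 °C, 1 h detection / Technique: beta-gal luminescence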
Gli-Sufu antag – Gli-Sufu pathway antagonism | Sufu-KO-LIGHT fibroblasts, Gli luciferase reporter luminescence | actives 0.74% (n = 340,000) | AID 588413 | inhibition, % at 5 µM;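 active means inhibition above about 55%, limit read from the data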;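 further: 0% = DMSO-treated cells and 100% = wells with medium but no cells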
CCR6 antag – blocks CCL20-driven beta-arrestin recruitment at human CCR6; CHO-K1 CCR6 PathHunter beta-arrestin, luminescence, CCL20-stimulated; inhibition, % at 20 µM; actives 0.49% (n = 340,000); AID 493098;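 active means compounds whose inhibition of the agonist-driven luminescence signal at 20 µM reaches about 50%, limit read from the data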;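 further: cells stimulated with CCL20 at 14 nM final; plate controls were DMSO with CCL20 for no effect and DMSO without agonist for full effect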
Target sequence (P51684 whole entry, looked up): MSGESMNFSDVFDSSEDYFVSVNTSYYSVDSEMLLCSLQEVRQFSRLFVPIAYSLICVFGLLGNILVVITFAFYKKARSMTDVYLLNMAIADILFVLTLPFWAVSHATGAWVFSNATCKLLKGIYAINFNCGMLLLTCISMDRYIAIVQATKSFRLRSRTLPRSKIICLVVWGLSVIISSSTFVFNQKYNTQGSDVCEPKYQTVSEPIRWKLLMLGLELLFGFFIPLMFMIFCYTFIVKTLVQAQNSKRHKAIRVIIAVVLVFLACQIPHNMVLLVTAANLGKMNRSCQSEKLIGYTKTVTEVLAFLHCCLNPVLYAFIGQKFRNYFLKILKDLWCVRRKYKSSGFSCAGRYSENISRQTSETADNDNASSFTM
ATG4B inhibitor – ATG4B (human) cysteine protease inhibition | Q9Y4P1 | ATG4B cleavage of LC3-PLA2, NBD-HPC fluorescence, 1 h | inhibition, % at 8.33 µM | actives 0.51% (n = 340,000); in the data active means inhibition above about 40%
UBC13 polyUb – blocks human UBC13 polyubiquitin chain formation; P61088; inhibition, % at 20 µM; actives 0.47% (n = 330,000); TR-FRET; in the data active means inhibition above about 45%, passing the limit was not always enough
Target sequence (P61088 whole entry, looked up): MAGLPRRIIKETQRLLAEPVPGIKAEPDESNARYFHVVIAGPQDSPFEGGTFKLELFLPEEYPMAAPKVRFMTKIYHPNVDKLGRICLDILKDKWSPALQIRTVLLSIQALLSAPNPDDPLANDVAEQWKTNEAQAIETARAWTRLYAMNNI
CXCR6 inh – CXCR6 (human) receptor inhibition; O00574; CHO-K1 PathHunter CXCR6 beta-arrestin, luminescence; inhibition, % at 20 µM; actives 0.36% (n = 360,000); AID 602244; in the data active means inhibition above about 34%, passing the limit was not always enough;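 further: antagonist mode with CXCL16 agonist at 10 nM final; 0% = 10 nM CXCL16 with DMSO and 100% = unstimulated wells without agonist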
Numbers without * were called inactive; . = no result given.

Short forms: A = EBI2 block; B = APJ antag; C = APJ agonist; D = Gli-Sufu antag; E = CCR6 antag; F = ATG4B inhibitor; G = UBC13 polyUb; H = CXCR6 inh
compound: CC(NC(=S)NC1CCCCC1)c1ccccc1 (centres undefined)
  A = 0; B = 5; C = 0; D = 0; E = 6; F = 4; G = 4; H = 6

compound: Cc1ccc(C)c(NC(=O)Cc2coc3cc4c(cc23)CCC4)c1
  A = 2; B = -4; C = 0; D = 1; E = 8; F = -3; G = -5; H = 2

compound: O=C1CCC[C@@H]2[C@H](Cc3ccccc3)[C@@H](O)C[C@@H]3CCN1[C@@H]32
  A = -11; B = .; C = .; D = -7; E = 2; F = -7; G = .; H = -4

compound: Cn1cc(C(=O)c2ccc(Cl)cc2Cl)cc1C(=O)N/N=C(\N)COc1ccc(F)cc1
  A = 1; B = -10; C = -3; D = 7; E = -11; F = -2; G = -12; H = -6

compound: O=C(O)C1C2C=CC(O2)C1C(=O)NCCC1=CCCCC1 (centres undefined)
  A = -1; B = 12; C = -6; D = 5; E = 8; F = 8; G = -9; H = -6

compound: CN(Cc1ccccc1)C(=O)COC(=O)C1CCN(S(=O)(=O)c2ccc(Cl)c(C(F)(F)F)c2)CC1
  A = 6; B = 7; C = -5; D = -2; E = 4; F = -11; G = -5; H = -4

compound: CC(=O)Nc1ccc(NC2=CC(=O)c3ccccc3C2=O)cc1
  A = -4; B = -6; C = 4; D = -2; E = 17; F = -1; G = -101; H = 9

compound: O=C(CCc1ccccc1)NCCc1ccc(F)cc1
  A = 18; B = -38; C = 1; D = -18; E = 11; F = 7; G = 1; H = -2

compound: CN1C(=O)c2ccccc2C(O)c2ccccc21 (centres undefined)
  A = -4; B = 9; C = -5; D = 4; E = 2; F = -3; G = -2; H = 2

compound: CCOc1cc(NC(=S)NCC(C)C)c(OCC)cc1NC(=O)c1ccco1
  A = 28; B = -10; C = -3; D = 19; E = 17; F = 1; G = -2; H = 0

compound: COc1cc(/C=N/NC(=O)c2cccc([N+](=O)[O-])c2)ccc1OC(=O)c1ccco1
  A = -22; B = 14; C = -1; D = 1; E = 10; F = -16; G = -9; H = -7

compound: COc1ccc(S(=O)(=O)NCc2ccccc2)cc1
  A = -34; B = 20; C = -5; D = 9; E = -4; F = -3; G = 6; H = -6

compound: Cc1c(C(=O)Nc2ccc3c(c2)OCCO3)cnn1C
  A = 1; B = -24; C = -2; D = 6; E = 2; F = -5; G = -1; H = -4

compound: O=C1NC(=O)/C(=C/c2ccccn2)S1
  A = -6; B = 5; C = -2; D = -10; E = 4; F = 0; G = -13; H = -2

compound: Cc1nn(CC(=O)N2CCN(c3cccc(C(F)(F)F)c3)CC2)c(=O)c2cccn12
  A = -3; B = 15; C = 0; D = -18; E = -13; F = -2; G = 1; H = 4

compound: Cc1ccc(NC(=O)C2Cc3ccccc3C(=O)O2)cc1 (centres undefined)
  A = 6; B = 7; C = -4; D = -28; E = 4; F = 10; G = 5; H = 1

compound: CCOc1cccc(C(=O)Nc2cc(-c3nn4c(C)nnc4s3)ccc2C)c1
  A = 6; B = 8; C = -4; D = 5; E = -2; F = -6; G = -4; H = 0

compound: COc1nc(N)nc(N)c1NS(=O)(=O)c1ccc(C)cc1
  A = -7; B = 7; C = 0; D = 8; E = 1; F = -1; G = 3; H = 2

compound: COc1cc(NC(=O)CCN2CC(C)OC(C)C2)cc(OC)c1 (centres undefined)
  A = 2; B = -7; C = 0; D = -23; E = 9; F = -1; G = 1; H = -3

compound: Cc1nnc(SCc2nnc(-c3cccs3)o2)n1C
  A = -1; B = 6; C = -2; D = -1; E = 2; F = 0; G = 2; H = -5

compound: CNCc1c(C)nn(-c2ccccc2)c1C
  A = -5; B = 16; C = -3; D = 0; E = -6; F = -4; G = 3; H = -4

compound: C=C[C@@]1(C)CC(=O)[C@]2(O)[C@@]3(C)[C@@H](O)CCC(C)(C)[C@@H]3[C@H](O)[C@H](OC(C)=O)[C@@]2(C)O1
  A = -30; B = 1; C = 17; D = -10; E = -5; F = 1; G = 4; H = -12

compound: Cc1cc(/C=C(\C#N)C(=O)NC2CCCCCC2)c(C)n1C
  A = 15; B = -2; C = -9; D = -29; E = 7; F = 8; G = 20; H = 1

compound: COC(=O)C(NC(=O)CCc1nnc2ccc(N3CCC(C)CC3)nn12)C(C)C (centres undefined)
  A = -6; B = 6; C = -2; D = 5; E = 1; F = -8; G = -1; H = -5

compound: CN1CN(C)C(c2ccncc2)=C1c1ccncc1
  A = -16; B = -4; C = -4; D = 19; E = -11; F = 7; G = 4; H = 11

compound: N#Cc1nc(-c2ccccc2Cl)oc1N1CCOCC1
  A = -12; B = -17; C = 1; D = 17; E = 0; F = -5; G = 1; H = -9

compound: CC(C)CNC(=O)C1CCN(S(=O)(=O)c2ccc3c(c2)OCCO3)CC1
  A = -4; B = 6; C = 4; D = -12; E = 9; F = 0; G = 5; H = 3

compound: O=C(Cn1c(COc2ccc(Cl)cc2)nc2ccccc21)NCC(F)(F)F
  A = -14; B = -2; C = -5; D = 17; E = 0; F = -6; G = -7; H = 3

compound: Clc1ccc(OCc2nnc3n2N=C(c2ccc4c(c2)OCCO4)CS3)c(Cl)c1
  A = 27; B = 8; C = -4; D = 3; E = 11; F = -7; G = 10; H = 4

compound: CCCn1c(N2CCC(Cc3ccccc3)CC2)nc2c1c(=O)[nH]c(=O)n2C
  A = 20; B = -1; C = -3; D = 22; E = 9; F = -5; G = 2; H = 4

compound: CCC(C)NS(=O)(=O)c1ccc(NC(C)=O)cc1 (centres undefined)
  A = -6; B = 8; C = -1; D = 2; E = 4; F = -6; G = 7; H = 4

compound: O=C(O)C1C2CCC(O2)C1C(=O)Nc1ccc(F)c(Cl)c1 (centres undefined)
  A = -9; B = 11; C = -2; D = 4; E = -3; F = -4; G = -6; H = -8

compound: N#CC1=C(N)Oc2n[nH]c(-c3ccccc3)c2C12C(=O)Nc1ccccc12 (centres undefined)
  A = -15; B = -13; C = 0; D = 5; E = -9; F = -16; G = 4; H = -14

compound: CCCCN=C(N)/C(C(=O)OCC)=C(\O)c1ccc(OC)cc1
  A = -8; B = 13; C = 1; D = -8; E = 12; F = 4; G = -6; H = 7

compound: COc1cccc(NC(=O)CN(C)C(C)C(=O)Nc2ccc(S(=O)(=O)N3CCCC3)cc2)c1 (centres undefined)
  A = -4; B = -5; C = -2; D = -2; E = 7; F = -10; G = -4; H = -2

compound: O=C(O)CCN1CCc2ccccc2C1c1ccncc1 (centres undefined)
  A = 13; B = 17; C = -3; D = -5; E = -2; F = 7; G = -3; H = 0

compound: CC1CCCC(C)N1C(=O)COC(=O)CNC(=O)c1ccc(Cl)cc1Cl (centres undefined)
  A = -4; B = 19; C = 10; D = -4; E = 8; F = 4; G = 4; H = -5

compound: CNc1ccc(/C=C(\C#N)C(=O)Nc2ccccn2)cc1[N+](=O)[O-]
  A = 2; B = -14; C = 3; D = -16; E = 16; F = 3; G = -48; H = 4

compound: COCCNC(=O)CN(C(=O)CCC(=O)Nc1nccs1)c1ccccc1OC
  A = -11; B = -4; C = -3; D = 2; E = 5; F = -10; G = -6; H = 3

compound: C=CCN(C(=O)c1csnn1)C(C(=O)NC1CCCC1)c1ccc(Cl)cc1 (centres undefined)
  A = 7; B = 1; C = -3; D = 6; E = 12; F = 4; G = 6; H = -3

The final two compounds of the section before are carried over, then new ones follow.
Short forms: A = EBI2 block; B = APJ antag; C = APJ agonist; D = Gli-Sufu antag; E = CCR6 antag; F = ATG4B inhibitor; G = UBC13 polyUb; H = CXCR6 inh
compound: COCCNC(=O)CN(C(=O)CCC(=O)Nc1nccs1)c1ccccc1OC
  A = -11; B = -4; C = -3; D = 2; E = 5; F = -10; G = -6; H = 3

compound: C=CCN(C(=O)c1csnn1)C(C(=O)NC1CCCC1)c1ccc(Cl)cc1 (centres undefined)
  A = 7; B = 1; C = -3; D = 6; E = 12; F = 4; G = 6; H = -3

compound: CC(=O)Nc1ccc(C(=O)COC(=O)C2CC2C)c(F)c1 (centres undefined)
  A = 10; B = 21; C = -6; D = -26; E = -5; F = 1; G = 5; H = -1

compound: Cc1noc(C)c1CSc1cc(C)c2ccccc2n1
  A = 14; B = -11; C = 1; D = 2; E = 22; F = 4; G = 9; H = -6

compound: CC1(C)CC(N2CN(C3CCCCC3)CC2=O)CC(C)(C)N1
  A = -4; B = -5; C = 1; D = 1; E = -2; F = 6; G = 4; H = 0

compound: CC(C)n1c(=O)[nH]c2cc(C(=O)Nc3ccccc3)ccc21
  A = 3; B = -12; C = -3; D = -35; E = 4; F = 11; G = -9; H = 1

compound: Cn1ncc(N=Cc2ccccc2)c1C(N)=O
  A = -9; B = -4; C = -1; D = 0; E = 2; F = 7; G = -3; H = -18

compound: CCCCN1CC(=O)N2[C@H](c3ccc(OC)cc3)[C@@H]3C(=O)N(CC)C(=O)[C@@H]3[C@]2(Cc2ccccc2)C1=O
  A = -14; B = 4; C = -4; D = -21; E = -2; F = -7; G = 0; H = 0

compound: C=CCN(CC(=O)Nc1cccnc1)S(=O)(=O)c1ccc(Cl)cc1
  A = -8; B = -1; C = -1; D = 5; E = 7; F = 5; G = 10; H = 2

compound: CCOc1ccc(NC(=O)CN(C)CC(=O)NC2CCCc3ccccc32)cc1OCC (centres undefined)
  A = 5; B = 0; C = -3; D = 3; E = 11; F = -16; G = -1; H = -9

compound: CCN1CCN(C(=O)CN(C)S(=O)(=O)c2ccc(Cl)cc2)CC1
  A = -10; B = 34; C = -3; D = 6; E = 4; F = 0; G = 11; H = -6

compound: O=C(NCc1cccc(C(F)(F)F)c1)C1CC2Cn3c(nc4ccccc43)C2N1Cc1ccccc1 (centres undefined)
  A = 4; B = 3; C = -4; D = 6; E = 2; F = -13; G = 3; H = 9

compound: COCCN(C(=S)Nc1ccc(C)cc1)C(C)c1cccnc1 (centres undefined)
  A = 11; B = 8; C = -1; D = -2; E = 10; F = -7; G = 16; H = 1

compound: N=C(N)SCc1ccccn1
  A = -2; B = 11; C = -4; D = 18; E = -4; F = 1; G = 3; H = 4

compound: CCc1ccc(NC(=O)CSc2nc3ccccc3c(=O)n2CCN2CCOCC2)cc1
  A = 15; B = 2; C = -2; D = -26; E = 4; F = -17; G = 5; H = -3

Looked up by structure from the list above, 6 records:
Short forms: A = EBI2 block; B = APJ antag; C = APJ agonist; D = Gli-Sufu antag; E = CCR6 antag; F = ATG4B inhibitor; G = UBC13 polyUb; H = CXCR6 inh
compound: CCN1CCN(C(=O)CN(C)S(=O)(=O)c2ccc(Cl)cc2)CC1
  A = -10; B = 34; C = -3; D = 6; E = 4; F = 0; G = 11; H = -6

compound: CCOc1ccc(NC(=O)CN(C)CC(=O)NC2CCCc3ccccc32)cc1OCC (centres undefined)
  A = 5; B = 0; C = -3; D = 3; E = 11; F = -16; G = -1; H = -9

compound: Cn1ncc(N=Cc2ccccc2)c1C(N)=O
  A = -9; B = -4; C = -1; D = 0; E = 2; F = 7; G = -3; H = -18

compound: CCc1ccc(NC(=O)CSc2nc3ccccc3c(=O)n2CCN2CCOCC2)cc1
  A = 15; B = 2; C = -2; D = -26; E = 4; F = -17; G = 5; H = -3

compound: N=C(N)SCc1ccccn1
  A = -2; B = 11; C = -4; D = 18; E = -4; F = 1; G = 3; H = 4

compound: CCCCN1CC(=O)N2[C@H](c3ccc(OC)cc3)[C@@H]3C(=O)N(CC)C(=O)[C@@H]3[C@]2(Cc2ccccc2)C1=O
  A = -14; B = 4; C = -4; D = -21; E = -2; F = -7; G = 0; H = 0
